# Screens from PubChem.
# MsrA inhibitor – bovine MsrA enzyme inhibitors, primary screen, biochemical, absorbance, HTS. purified bovine MsrA, absorbance read-out. inhibition, % at 15.5 µM. 360,000 tested, 0.75% active; in the data active = inhibition above about 4.5%;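 also: 0% = vehicle wells with enzyme and 100% = reference inhibitor wells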
# Rpn11 block – Rpn11 (PSMD14) deubiquitinase inhibitors, primary screen, biochemical, fluorescence polarization, uHTS; 26S proteasome non-ATPase regulatory subunit 14 (Homo sapiens), O00487; human 26S proteasome, Ub4-pepOG fluorescence polarization; 20S core pre-blocked with epoxomicin; calls only at 20 µM; 360,000 tested, 0.59% active; AID 588493, 2011;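 active = inhibition at 20 µM, scaled to each plate's controls, above about 33%, limit read from the data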
# Target sequence (O00487 whole entry, looked up): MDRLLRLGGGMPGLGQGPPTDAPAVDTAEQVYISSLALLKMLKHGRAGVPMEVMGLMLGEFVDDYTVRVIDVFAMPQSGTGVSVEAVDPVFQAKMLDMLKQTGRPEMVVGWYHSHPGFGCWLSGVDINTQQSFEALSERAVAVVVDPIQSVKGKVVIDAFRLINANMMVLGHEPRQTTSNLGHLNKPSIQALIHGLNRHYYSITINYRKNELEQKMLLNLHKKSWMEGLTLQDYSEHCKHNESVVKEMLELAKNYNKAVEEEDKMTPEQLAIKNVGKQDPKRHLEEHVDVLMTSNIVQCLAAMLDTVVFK
# Rin1 Abl inh – inhibitors of Rin1-Abl protein binding, primary screen, biochemical, TR-FRET; AID 588664, 2011; 360,000 tested, 0.4% active; Tyrosine-protein kinase ABL1 (Homo sapiens) + Ras and Rab interactor 1 (Homo sapiens), …; inhibition, % at 7.35 µM; in the data active = inhibition above about 5%, passing the limit was not always enough
# CSN deneddyl inh – inhibitors of CSN-mediated cullin deneddylation, primary screen, biochemical, fluorescence polarization, uHTS | COP9 signalosome complex subunit 5 (Homo sapiens), Q92905 | Purified CSN, SCF-Nedd8-OG deneddylation | inhibition, % at 12.5 µM | 360,000 tested, 0.38% active;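 active = pattern-corrected inhibition above about 35%, with an unprinted fluorescence ratio check between 0.5 and 1.5, limit read from the data, passing the limit was not always enough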;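 also: 0% = enzyme with substrate and 100% = substrate without enzyme; some results filed as inactive read as strong as hits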
#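 Material: purified human Csn5 enzyme expressed in HEK293T cells / Medium: Tris buffer pH 7.5, NaCl, DTT, Tween-20, trehalose, ovalbumin / Compound dosing: 12.5 µM single point / Schedule: 90 min incubation of compound, enzyme and substrate at room temperature / Signal: fluorescence polarization of the substrate / Control set: no-enzyme wells high, enzyme-with-substrate wells low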
# E coli Lon inh – inhibitors of E. coli Lon protease, primary screen, biochemical, fluorescence polarization; purified E. coli Lon protease; 360,000 tested, 0.42% active; inhibition, % at 7.94 µM; in the data active = inhibition above about 13%, passing the limit was not always enough;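 also: 0% = enzyme with probe and DMSO and 100% = no enzyme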
# MT1-MMP act inh – blockers of MT1-MMP proenzyme processing, primary screen, HT1080 RFP-PRO-GFP cells, GFP/RFP fluorescence. AID 651647, 2012. 360,000 tested, 0.061% active. GFP/RFP ratio fluorescence, overnight; percent of plate control window, DMSO zero. GFP/RFP ratio change, % at 20 µM. Matrix metalloproteinase-14 (Homo sapiens), P50281;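 active = GFP/RFP ratio change of at least 30% with cell ATP level not reduced by more than half and red fluorescence within 50% of control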; also: strong numbers were not always called active
#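 Material – HT1080 RFP-PRO-GFP cells · Control set – DMSO wells and RFP-L50D-GFP cells · Incubation – overnight cell settling, then overnight compound exposure, 37 °C, 5% CO2 · Compound dosing – single-point 20 µM compound, 1% DMSO · Read-out – GFP/RFP fluorescence ratio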
# FAS TE block – FAS thioesterase domain inhibitors, primary screen, biochemical, fluorescence intensity, uHTS | Fatty acid synthase (Homo sapiens), P49327 | recombinant FAS-TE, OMFH fluorogenic substrate, fluorescence endpoint | inhibition, % at 15 µM | 360,000 tested, 0.67% active | AID 602261, 2012;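 active = compounds whose normalised, plate-corrected inhibition of enzyme fluorescence in the single-dose primary screen is 50% or more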;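 also: 0% = DMSO with enzyme and 100% = substrate without enzyme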
# bovine MsrA act – bovine MsrA enzyme activators, primary screen, biochemical, absorbance, HTS; Methionine sulfoxide reductase A (Bos taurus); purified bovine MsrA, absorbance read-out; activation, % at 10.6 µM; 360,000 tested, 0.3% active; AID 602163, 2012; in the data active = activation above about 7.5%;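 also: 0% = vehicle and 100% = reference activator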
# MLLE-PAM2 inh – inhibitors of PABP1 MLLE–PAM2 peptide binding, primary screen, biochemical, fluorescence polarization, FITC-PAM2, GST-MLLE | inhibition, % at 20 µM | 360,000 tested, 0.36% active; in the data active = inhibition above about 35%, passing the limit was not always enough;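 also: plate controls were DMSO wells with GST-MLLE for no effect and wells lacking GST-MLLE protein for full effect; some results filed as inactive read as strong as hits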
# Target sequence (P11940 whole entry, looked up): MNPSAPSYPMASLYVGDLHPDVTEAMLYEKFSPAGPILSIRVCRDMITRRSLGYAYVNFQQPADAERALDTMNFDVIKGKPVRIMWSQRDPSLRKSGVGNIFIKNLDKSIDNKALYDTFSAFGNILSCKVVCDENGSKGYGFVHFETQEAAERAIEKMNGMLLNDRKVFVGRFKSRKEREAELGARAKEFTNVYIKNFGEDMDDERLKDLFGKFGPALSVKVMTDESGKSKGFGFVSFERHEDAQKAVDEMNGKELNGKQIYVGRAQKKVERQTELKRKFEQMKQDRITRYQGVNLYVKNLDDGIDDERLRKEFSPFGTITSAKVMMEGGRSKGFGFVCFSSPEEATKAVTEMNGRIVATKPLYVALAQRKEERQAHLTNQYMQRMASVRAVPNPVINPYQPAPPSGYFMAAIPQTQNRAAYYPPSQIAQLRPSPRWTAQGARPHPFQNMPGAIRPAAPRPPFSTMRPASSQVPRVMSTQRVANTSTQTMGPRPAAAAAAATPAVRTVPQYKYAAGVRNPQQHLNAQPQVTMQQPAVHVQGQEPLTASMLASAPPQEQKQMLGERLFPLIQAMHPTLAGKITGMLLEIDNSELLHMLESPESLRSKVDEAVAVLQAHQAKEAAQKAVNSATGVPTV
# Numbers without * were called inactive; i = inactive. Rows were taken by chance. About 3.7% of those tested had a hit in this group.
no.	Structure	MsrA inhibitor	Rpn11 block	Rin1 Abl inh	CSN deneddyl inh	E coli Lon inh
1	COc1ccc(C2/C(=C(\O)c3ccc4c(c3)OCCO4)C(=O)C(=O)N2CCCN(C)C)cc1 (stereo not given)	2.4	i	-4	-1	-1
2	CCC(C)(c1nnnn1-c1c(C)cccc1C)N(N=O)c1cccc(C(F)(F)F)c1 (stereo not given)	1.6	i	0	-9	-6
3	CCN(CC(=O)NCc1ccc(Cl)cc1)C(=O)c1cc(S(=O)(=O)N2CCOCC2)ccc1C	1.0	i	6	3	-1
4	O=C(Nc1c[nH]c(=O)[nH]c1=O)c1cccc(F)c1	0.3	i	4	1	-3
5	COc1ccccc1OCC#CCNC1CCCCC1C (stereo not given)	-0.8	i	1	1	-1
6	O=C1[C@H]2[C@@H](c3ccc(F)cc3)N3C(=O)N(c4cccc(Br)c4)C(=O)[C@@]3(Cc3ccc(Cl)cc3)[C@H]2C(=O)N1C1CCCCC1	-0.1	i	4	-5	9
7	CC(C)C(=O)NC(c1ccco1)c1c(O)ccc2ccccc12 (stereo not given)	0.4	i	-1	1	-3
8	BrCCOCCOc1ccc2ccccc2c1	-0.3	i	2	-5	-10

no.	MT1-MMP act inh	FAS TE block	bovine MsrA act	MLLE-PAM2 inh
1	-5	-4	-4	4
2	1	25	-9	5
3	0	3	-5	2
4	1	-8	-13	1
5	-3	-7	-3	4
6	-6	35	-10	-2
7	-5	-7	-1	-12
8	0	-2	3	-11

# Next part.
no.	Structure	MsrA inhibitor	Rpn11 block	Rin1 Abl inh	CSN deneddyl inh	E coli Lon inh
9	NC(=O)COC(=O)c1ccccc1Nc1ccc(SC(F)F)cc1	0.0	i	-3	-4	-12
10	Cn1c(=O)c2ccccc2n(Cc2cccc(F)c2)c1=O	0.5	i	-3	1	-3
11	O=C(c1ccc(=O)oc1)N1CCN(C(c2ccccc2)c2ccccc2)CC1	2.6	i	1	2	-12
12	CCOCCOC(=O)C1=C(C)N(C)C(=O)NC1c1ccccc1F (stereo not given)	1.1	i	1	-4	8
13	CCOC(=O)CN1C(=O)C(O)(c2c(C)[nH]c3ccccc23)c2ccccc21 (stereo not given)	-0.9	i	3	-3	-4
14	O=C(CCCN=C1NS(=O)(=O)c2ccccc21)OCC(=O)c1ccccc1	-0.7	i	-2	-2	-20
15	Cc1ccccc1C(=O)/C(C#N)=N/Nc1c(C)n(C)n(-c2ccccc2)c1=O	1.8	i	-5	-16	-4
16	CCOC(=O)c1cc(C(C)(C)C)oc1CN	0.8	i	4	1	-1

no.	MT1-MMP act inh	FAS TE block	bovine MsrA act	MLLE-PAM2 inh
9	6	15	-4	-10
10	10	-3	-7	1
11	-30	-5	-5	15
12	-1	-6	-3	-4
13	-1	-6	-6	1
14	-3	-4	0	-27
15	-7	11	-5	16
16	-1	-12	0	9

# The results go on:
no.	Structure	MsrA inhibitor	Rpn11 block	Rin1 Abl inh	CSN deneddyl inh	E coli Lon inh
17	COc1ccc(C)c2sc(N(CCCN(C)C)C(=O)CS(=O)(=O)c3ccc(F)cc3)nc12	-1.8	i	0	-1	-11
18	COc1ccc(C(=O)NC(C(=O)NCc2ccccn2)C(C)C)cc1 (stereo not given)	-1.3	i	-1	3	3
19	CC(C)OP(=O)(c1ccc(N(C)C)cc1)C(Nc1ccccc1)c1cccnc1 (stereo not given)	-0.3	i	2	-8	-2
20	CC1=C(C(=O)N2CCOCC2)CC(CC(=O)NC2CCCCC2)C(=O)N1Cc1ccccc1 (stereo not given)	2.4	i	-1	0	-1
21	O=C(CSc1nncs1)Nc1ccc2c(c1)OCCO2	-0.2	i	0	1	-8
22	CC(C)C[C@@H](C)C(=O)N(Cc1ccccc1)c1ccccc1	0.3	i	1	3	-2
23	Cn1nc(C(=O)N2CCCc3ccccc32)c2ccccc2c1=O	2.8	i	3	2	13
24	Cc1ccc(N(C)S(=O)(=O)c2cccc(C(=O)OCC(=O)c3c(N)n(C)c(=O)n(C)c3=O)c2)cc1	0.6	i	-2	-3	-2

no.	MT1-MMP act inh	FAS TE block	bovine MsrA act	MLLE-PAM2 inh
17	2	-4	1	13
18	2	-8	-7	-6
19	6	-13	-1	10
20	0	-10	-6	12
21	0	-5	-12	-2
22	-2	20	0	3
23	1	-4	0	8
24	-6	15	-8	-41

# (cont.)
no.	Structure	MsrA inhibitor	Rpn11 block	Rin1 Abl inh	CSN deneddyl inh	E coli Lon inh
25	Cn1nc(C(=O)Nc2ccc(S(=O)(=O)N3CCCC3)cc2)ccc1=O	0.4	i	-5	0	-8
26	CC(NC(=O)C1CCN(S(=O)(=O)c2cccs2)CC1)c1cccc(Cl)c1 (stereo not given)	-1.1	i	2	0	-2
27	CCCNS(=O)(=O)c1ccc(CCC(=O)N2CCCCC2)cc1	0.2	i	1	-1	6
28	COc1cc2[nH]c(=O)n(Cc3ccc(C(=O)NC4CCN(Cc5ccccc5)CC4)cc3)c(=O)c2cc1OC	-0.7	i	0	4	-10
29	c1ccc2c(c1)OCC(c1csc3ncnc(N4CCOCC4)c13)O2 (stereo not given)	0.3	i	1	-3	-9
30	CN(C)C(CNC(=O)CN1C(=O)NC2(CCc3ccccc32)C1=O)c1ccco1 (stereo not given)	-0.1	i	4	-4	-3
31	Cc1cc(=O)[nH]n(CCO)c1=O	0.0	i	1	-8	-11
32	CCCOc1ccc(/C(O)=C2/C(=O)C(=O)N(c3ccccn3)C2c2ccc(OC)cc2)cc1C (stereo not given)	3.5	i	-15	2	8

no.	MT1-MMP act inh	FAS TE block	bovine MsrA act	MLLE-PAM2 inh
25	4	-6	-5	-1
26	0	18	-3	-8
27	7	-5	-6	2
28	3	0	-2	-6
29	-7	9	-3	-9
30	4	-3	4	16
31	4	-5	-1	-2
32	0	-4	1	-7

# Entries by screen from the entries so far:
# Entries 27 to 32 in MLLE-PAM2 inh: 2, -6, -9, 16, -2, -7
# Entries 27 to 32 in Rpn11 block: i, i, i, i, i, i

# Other entries.
no.	Structure	MsrA inhibitor	Rpn11 block	Rin1 Abl inh	CSN deneddyl inh	E coli Lon inh
33	O=C(OCc1cc2ccccc2[nH]c1=O)c1ccc([N+](=O)[O-])cc1	0.7	i	-1	1	-8
34	O=C(CCn1cnnn1)N1CCCC(Nc2ccc(F)cc2)C1 (stereo not given)	0.2	i	-1	-1	5
35	O=C(NCCNC(=O)C(c1ccccc1)c1ccccc1)c1ccco1	0.2	i	-1	2	0
36	O=C(NCc1ccccc1)C(c1ccncc1)N(C(=O)c1ccccn1)c1ccccc1 (stereo not given)	-1.1	i	3	4	-9
37	COc1cc(F)ccc1-c1cc(C(=O)Nc2ccc(C)c(NS(C)(=O)=O)c2)[nH]n1	-0.8	i	5	-4	1
38	CCOc1cc(S(=O)(=O)N(Cc2ccccc2)Cc2ccccc2)c(OCC)cc1-n1cnnn1	0.4	i	-1	-2	3
39	COc1ccc(-n2c(Cc3cccn3C)nnc2SCC(=O)Nc2ccccc2F)cc1	-0.7	i	2	6	7
40	Cc1ccc(S(=O)(=O)NC(=O)c2cc(C)n(C3CC3)c2C)cc1	-0.1	i	2	0	-5

no.	MT1-MMP act inh	FAS TE block	bovine MsrA act	MLLE-PAM2 inh
33	-1	-2	-5	1
34	-1	-6	-2	-8
35	-2	1	2	10
36	-4	-2	-2	-2
37	-1	-1	-8	12
38	4	29	-3	-3
39	0	2	-4	-17
40	3	-2	-3	8

# Next compounds.
no.	Structure	MsrA inhibitor	Rpn11 block	Rin1 Abl inh	CSN deneddyl inh	E coli Lon inh
41	O=C(Nc1ccc(F)c(Cl)c1)c1ccc2sc([C@@H]3O[C@H](CO)[C@H](O)[C@H](O)[C@H]3O)nc2c1	-0.9	i	-3	-3	8
42	O=S(=O)(c1ccc2c(c1)OCCO2)N1CCN(S(=O)(=O)c2ccco2)CC1	1.6	i	0	-1	-2
43	COc1cc2oc3ccc(C#Cc4ccccn4)cc3c(=O)c2cc1OC	1.0	i	3	9	-7
44	Cc1csc(NC(=O)CSC2=NS(=O)(=O)c3cc(F)ccc3N2)n1	-0.8	i	1	1	-10
45	Cc1ccc2nc(/C(C#N)=C\c3cc(C)n(-c4cccc([N+](=O)[O-])c4)c3C)[nH]c2c1	1.9	i	-4	6	-4
46	CCOC(=O)N1CCN(C(=O)c2ccc(OC)cc2)CC1	-0.3	i	2	6	-7
47	Cc1cc(C)c(S(=O)(=O)Nc2cccc(C(=O)O)c2)cc1S(=O)(=O)Nc1cccc(C(=O)O)c1	-0.4	i	-1	5	-2
48	O=C(CCN1CCN(C/C=C/c2ccccc2)CC1)Nc1ccccc1	-1.4	i	2	-3	3

no.	MT1-MMP act inh	FAS TE block	bovine MsrA act	MLLE-PAM2 inh
41	8	-2	-1	-6
42	2	8	-1	8
43	3	7	0	-34
44	0	-6	0	15
45	-1	28	-5	4
46	-1	-10	-2	14
47	-1	-4	0	-6
48	5	-6	-1	0

# Further records follow:
no.	Structure	MsrA inhibitor	Rpn11 block	Rin1 Abl inh	CSN deneddyl inh	E coli Lon inh
49	O=C(CCS(=O)(=O)c1cccs1)N1CCCC1	-0.7	i	1	4	-1
50	C#Cc1ccc(NC(=O)C2(C)CCN2C(=O)C/C=C/c2ccccc2)cc1 (stereo not given)	0.0	i	-2	-9	-14
51	CN1CCCN(C(=O)c2cc(=O)[nH]c3ccccc23)c2nc3ccccc3nc21	1.1	i	-2	6	6
52	c1ccc(C2C/C(=N\N3CCOCC3)c3ccccc3O2)cc1 (stereo not given)	-0.4	i	-2	-11	-10
53	COc1ccc(OC)c(N2CC(O)(c3cccs3)[N+]3=C2SCCC3)c1 (stereo not given)	0.3	i	-1	0	-2
54	Cc1ccc(CNS(=O)(=O)c2ccc(-c3cnc(C4CC4)o3)cc2)cc1	1.3	i	2	2	0
55	O=C(CNC(c1ccccc1)c1ccccc1)Nc1cc([N+](=O)[O-])ccc1Cl	-0.5	i	5	3	-16

no.	MT1-MMP act inh	FAS TE block	bovine MsrA act	MLLE-PAM2 inh
49	3	-8	-2	20
50	5	21	0	7
51	0	-3	-1	6
52	1	-7	-3	17
53	0	-4	-11	-6
54	1	11	0	-6
55	-1	49	-2	-8

# Retrieved by structure from the entries so far, three records:
no.	Structure	MsrA inhibitor	Rpn11 block	Rin1 Abl inh	CSN deneddyl inh	E coli Lon inh
55	O=C(CNC(c1ccccc1)c1ccccc1)Nc1cc([N+](=O)[O-])ccc1Cl	-0.5	i	5	3	-16
53	COc1ccc(OC)c(N2CC(O)(c3cccs3)[N+]3=C2SCCC3)c1 (stereo not given)	0.3	i	-1	0	-2
54	Cc1ccc(CNS(=O)(=O)c2ccc(-c3cnc(C4CC4)o3)cc2)cc1	1.3	i	2	2	0

no.	MT1-MMP act inh	FAS TE block	bovine MsrA act	MLLE-PAM2 inh
55	-1	49	-2	-8
53	0	-4	-11	-6
54	1	11	0	-6
